Screens deposited in PubChem BioAssay by National Center for Advancing Translational Sciences (NCATS).
TSHR antagonist – blocks TSH signaling through the human TSH receptor | P16473 | TSHR-expressing cells, TSH-stimulated cAMP HTRF, 2 h; active compounds read low | activity change, negative = inhibition, % at 11.5 µM | hit rate 0.2% among 330,000 | AID 504810;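 active = activity change below a set negative limit, meaning inhibition stronger than a set level, cut at about -70% in these data; inconclusive = activity change between two set negative limits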; also: % is scaled to controls: 0 for no effect and ±100 for the full control effect
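Read-out is FRET at 665 nm (cryptate excitation 337 nm) from a cryptate-tagged anti-cAMP antibody, competed by cell cAMP against cAMP-d2. Compounds are tested on freshly harvested TSHR cells challenged with 4nM TSH (EC80) for 2 hours at 37 deg C.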
Tb PFK inh – inhibitors of T. brucei phosphofructokinase | O15648 | T. brucei PFK, ADP-Glo luminescence | Potency, µM (titrated, usually from 57.5 µM), for inactives: at the highest dose activity, negative = inhibition, hits mostly inhibitors | hit rate 0.17% among 330,000;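 also: potency is read from the fitted curve at half-maximal effect; 0% = uninhibited 1x PFK enzyme wells and -100% = no-enzyme wells; nearly all actives have a fitted effect of over 60% in size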
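In TEA buffer at pH 8.0 with 5 mM MgCl2, enzyme (1.25 nM) converted F6P (0.5 mM) and ATP (0.1 mM) for 45 min at room temperature. ADP product was read by luciferase luminescence.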
ELG1 repair inh – blocks ELG1-dependent DNA repair in HEK293T cells | hit rate 2.3% among 330,000 | Potency, µM (series often up to 46.1 µM), for inactives: at the highest dose activity change, negative = inhibition, usual class: inhibitors | HEK293T ELG1-luciferase reporter, luminescence, 16 h; DNA damage induced by 5-fluorouridine; also: potency is read from the fitted curve at half-maximal effect; % is scaled to controls: 0 for no effect and ±100 for the full control effect; nearly all actives have a fitted effect of over 55% in size
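Luminescence from the luciferase reporter, measured 30 min after ONE-Glo reagent at room temperature, was the read-out. Beforehand, 2,000 cells per well were exposed for 16 hr at 37 °C to 5-fluorouridine together with compound or vehicle.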
Chronic BCR inh – inhibitors of chronic active B-cell receptor signaling; ABC-DLBCL IkBa-CBG/CBR reporter, luminescence ratio, 4 h; Potency, µM (series often up to 46.1 µM), for inactives: at the highest dose ratio change, negative = lower green/red ratio, usual class: inhibitors; hit rate 0.05% among 340,000; AID 493014; active = well fitted inhibition curve with a large enough effect in the signal ratio, with a control signal flat, not every such curve was filed as active; inconclusive = small, poorly fitted or top-dose-only effect, or effect the other way, or a change in a side signal; the % refers to the signal ratio;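 also: potency is read from the fitted curve at half-maximal effect; plate controls were basal doxycycline-induced cells for no effect and cells given 10 µM MG132 for full effect; MG132 reads +100%, hits lower the ratio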
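TMD8 human ABC-DLBCL cells with doxycycline-inducible IκBα–green luciferase fusion and unfused red luciferase, in 0.5% FBS medium; compounds up to 46 uM, 4 h at 37C. Green/red luminescence ratio, filter-overlap corrected, fitted to concentration-response curves.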
uPA generation – cell surface uPA generation inhibition; cell surface uPA generation assay, qHTS; Potency, µM (titrated, usually from 38.3 µM), for the others: at the highest dose activity change, negative = inhibition, hits mostly inhibitors; AID 540303; hit rate 0.31% among 330,000; active = well fitted inhibition curve with a large enough effect; inconclusive = small, poorly fitted or top-dose-only effect; inactive = no such curve, though single readings can be large or run the other way; tested in mouse RAW 264.7 cells; also: potency is read from the fitted curve at half-maximal effect; % is scaled to controls: 0 for no effect and ±100 for the full control effect; nearly all actives have a fitted effect of over 55% in size
B2AR arrestin – recruits beta-arrestin to the human beta2-adrenergic receptor. P07550. beta-arrestin recruitment to beta2AR, cell-based reporter. Potency, µM (titrated, usually from 46.1 µM), without a hit: top-dose activation, actives largely listed as activators. hit rate 0.02% among 330,000. AID 492947;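 also: potency is read from the fitted curve at half-maximal effect; 0% = DMSO controls and full agonism = EC100 isoproterenol or metaproterenol; nearly all actives have a fitted effect of over 65% in size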
Target sequence (P07550 whole entry, looked up): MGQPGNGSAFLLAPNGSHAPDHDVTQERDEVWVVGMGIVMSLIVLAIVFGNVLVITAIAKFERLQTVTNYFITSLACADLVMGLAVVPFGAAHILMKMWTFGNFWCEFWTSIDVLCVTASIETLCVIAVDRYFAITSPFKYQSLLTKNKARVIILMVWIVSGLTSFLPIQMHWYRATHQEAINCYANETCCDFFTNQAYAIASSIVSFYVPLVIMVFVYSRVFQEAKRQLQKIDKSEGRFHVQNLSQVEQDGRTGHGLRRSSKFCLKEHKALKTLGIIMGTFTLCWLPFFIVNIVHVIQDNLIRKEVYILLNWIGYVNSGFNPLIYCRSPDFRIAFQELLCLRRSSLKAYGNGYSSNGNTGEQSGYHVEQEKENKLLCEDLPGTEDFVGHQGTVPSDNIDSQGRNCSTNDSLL
TSG101-PTAP inh – blocks PTAP/TSG101 interaction to inhibit HIV-1 budding | 340,000 tested, under 10 active | Fluorescence polarization, FITC-PTAP peptide / Tsg101 binding | AID 493005 | Q99816 | Potency, µM (doses to about 115 µM), for the others: at the highest dose activity change, negative = inhibition, hits mostly inhibitors; active = well fitted inhibition curve with a large enough effect in the main read-out, with a control signal flat, not every such curve was filed as active; inconclusive = small, poorly fitted or top-dose-only effect, or effect the other way, or a change in a side signal; inactive = no such curve, though single readings can be large or run the other way; also: potency is read from the fitted curve at half-maximal effect; % of control where 0% means no effect
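Fluorescence anisotropy tracks displacement of a FITC-tagged PTAP peptide (50 nM) from the Tsg101 binding domain (10 uM), following a 20 min room-temperature incubation at pH 7.5.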
TCR act – T cell receptor activation; primary human leukocytes, anti-CD3, IL-2 HTRF, 48 h; Potency, µM (top dose mostly 9.22 µM), for the others: at the highest dose activation of IL-2 secretion, most hits filed as activators; 330,000 tested, under 10 active; also: % of control where 0% means no effect
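Using a-CD3 beads without co-stimulation, primary human leukocytes were exposed to compounds for 48 hr. An HTRF IL-2 kit measured the cytokine, with europium-to-d2 energy transfer producing emission at 665nm upon 320nm excitation.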
Eya2 inh – inhibitors of human Eya2 phosphatase activity; hit rate 0.006% among 330,000; recombinant Eya2, OMFP fluorescence dephosphorylation (OMFP is methylfluorescein phosphate); Potency, µM (doses to about 76.9 µM), without a hit: top-dose activity, negative = inhibition, hits mostly inhibitors; AID 488837; also: potency is read from the fitted curve at half-maximal effect; % is scaled to controls: 0 for no effect and ±100 for the full control effect
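Eya2 protein (added as 0.2 uM solution) was preincubated with compound for 10 min at ambient temperature in 50 mM HEPES pH 7.5, 50 mM NaCl, 5 uM MgCl2, 0.05% BSA, 1 mM DTT. OMFP (added at 50 uM) then reacted 10 min; fluorescence read at 485/525 nm.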
Mito fusion yeast – mitochondrial division inhibition or fusion activation. Potency, µM (series often up to 46.1 µM), inactives show top-dose growth rescue (activation), actives largely listed as activators. hit rate 0.23% among 320,000. AID 485298. S. cerevisiae fusion-defective mutant growth rescue, CellTiterGlo 48 h;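 also: potency is read from the fitted curve at half-maximal effect; % of control where 0% means no effect; nearly all actives have a fitted effect of over 45% in size; temperature-sensitive fusion mutants such as fzo1-1 at 37 °C on non-fermentable ethanol glycerol medium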
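Compounds are tested for their ability to restore growth of mitochondrial fusion-defective yeast strains at non-permissive 37C in YPEG medium over 48 hours. Viability is quantified by luciferase luminescence.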
USP2a block – inhibitors of human ubiquitin-specific protease USP2a. O75604. AID 463254. USP2 core, Ub-CHOP2 coupled fluorogenic reporter, 485/531. Potency, µM (series often up to 38.3 µM), without a hit: at the top dose activity change, negative = inhibition, most hits filed as inhibitors. hit rate 0.01% among 330,000;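 also: potency is read from the fitted curve at half-maximal effect; plate controls were DMSO wells for no effect and full inhibition by NEM control for full effect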
Target sequence (O75604 whole entry, looked up): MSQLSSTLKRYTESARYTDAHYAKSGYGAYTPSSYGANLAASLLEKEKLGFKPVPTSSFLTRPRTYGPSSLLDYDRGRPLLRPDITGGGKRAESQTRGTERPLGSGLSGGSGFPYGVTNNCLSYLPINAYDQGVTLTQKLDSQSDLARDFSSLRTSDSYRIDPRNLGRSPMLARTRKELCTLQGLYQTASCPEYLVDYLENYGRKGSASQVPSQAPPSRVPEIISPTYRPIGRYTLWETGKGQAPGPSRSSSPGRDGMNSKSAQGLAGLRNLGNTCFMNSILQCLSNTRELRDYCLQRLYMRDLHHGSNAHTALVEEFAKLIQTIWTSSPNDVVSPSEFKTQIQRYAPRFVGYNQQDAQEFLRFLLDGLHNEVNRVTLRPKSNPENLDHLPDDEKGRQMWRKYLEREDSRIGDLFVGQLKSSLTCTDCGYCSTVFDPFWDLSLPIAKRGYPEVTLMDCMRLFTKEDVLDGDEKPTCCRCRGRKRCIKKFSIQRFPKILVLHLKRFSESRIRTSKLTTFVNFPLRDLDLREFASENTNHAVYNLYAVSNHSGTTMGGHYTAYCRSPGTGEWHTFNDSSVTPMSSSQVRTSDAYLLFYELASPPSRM
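Deubiquitinase activity read as fluorescence (485/531 nm) after Ub-CHOP2 cleavage activates the enterokinase reporter on its substrate; USP2 core 10nM, Ub-CHOP2 and substrate 25nM each, 30min compound preincubation then 60min RT; data normalized to NEM, curves fitted.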
* marks the source's active call; other numbers are inactive results; u = inconclusive; x = not tested or not shown; [ ] = another dose, or the depositor's remark. Unless noted, calls follow the shape of the dose curve; as a rule, active = well fitted curve in the direction sought with a large enough effect; inconclusive = small, poorly fitted or top-dose-only effect, or another doubt; inactive = no such curve, though single readings can be large; an effect the other way counts as inactive or inconclusive.

SMILES	TSHR antagonist	Tb PFK inh	ELG1 repair inh	Chronic BCR inh	uPA generation	B2AR arrestin	TSG101-PTAP inh	TCR act	Eya2 inh	Mito fusion yeast	USP2a block
O=C(NCC(c1ccco1)N1CCCC1)c1cc(=O)[nH]c2ccccc12 (configuration not stated)	30	0%	-13%	-3%	-23%	-0.4%	-1%	5%	1%	x	0%
COc1ccc(/C(N)=N/OC(=O)c2cccc([N+](=O)[O-])c2)cc1	10	0%	u	1%	-3%	-0.3%	0%	6%	10%	0%	-3%
CN1CCN(C(=O)c2ccccc2NC(=O)c2cccc(Cl)c2)CC1	8	3%	15%	u	-2%	-0.5%	0%	-2%	-12%	1%	3%
COc1ccc(Cl)cc1S(=O)(=O)N1CCC(O)(c2ccc(Cl)cc2)CC1	-2	1%	-3%	u	15%	-0.6%	-4%	-7%	-5%	-1%	2%
O=c1cc(O)nc(SCc2ccccc2)n1-c1ccc(Cl)cc1	-9	-1%	15%	-1%	5%	0.1%	-6%	1%	1%	4%	2%
CCN(CC)CCNC(=O)c1ccc(CS(=O)(=O)c2ccccc2C)o1	-1	-2%	2%	u	2%	0.4%	-5%	-9%	4%	-4%	2%
COc1ccc(NC(=O)N2CCCC2C(=O)NC23CC4CC(CC(C4)C2)C3)cc1 (configuration not stated)	2	1%	17%	u	7%	0.0%	0%	4%	-9%	24%	-4%
COC(=O)c1sc2nc(-c3ccccc3)c3c(c2c1N)CCCC3	3	7%	-9%	-2%	1%	0.1%	-7%	-3%	8%	0%	-1%
Cc1ccc(OCCC(=O)OCC(=O)Nc2ccccc2)cc1	-9	-7%	-6%	u	-6%	0.2%	-5%	10%	-4%	-3%	-2%
COc1cc(NC(=O)COc2ccc(-n3cnnn3)cc2)cc(OC)c1OC	-9	-2%	u	-3%	-2%	0.0%	-8%	-4%	3%	x	-2%
CCn1cc(C(=O)Nc2cccc(C(=O)OC)c2)c(=O)c2ccc(C)nc21	3	-1%	16%	11%	4%	0.2%	-4%	15%	35%	0%	1%
Cc1cc(C)n(C(=O)c2c([N+](=O)[O-])cnn2C)n1	2	-6%	2%	1%	-1%	-0.2%	-1%	-3%[46.1 µM]	8%	1%	1%
CCC1CCCCN1C(=O)CCNC(=O)Cn1cnc2ccccc2c1=O (configuration not stated)	-4	6%	-3%	-6%	-6%	-0.6%	0%	-6%	5%	1%	-1%
CS(=O)(=O)Nc1ccccc1C(=O)c1ccccc1	-9	3%	9%	3%	3%	-0.1%	-5%	x	-24%	-1%	3%
Cc1ccc(CN2CC(C(=O)Nc3ncccc3C)CC2=O)cc1 (configuration not stated)	11	-10%	17%	0%	0%	-0.2%	-6%	16%	0%	1%	-1%
CCCCN(C(=O)C(C)Oc1ccc(Br)cc1)c1c(N)n(Cc2ccccc2)c(=O)[nH]c1=O (configuration not stated)	11	-3%	8%	u	-2%	0.2%	0%	-3%	-3%	1%	3%
N#Cc1ccccc1OCC(=O)N1CCc2ccccc2C1	0	-1%	-5%	-16%	-3%	-0.6%	-1%	-11%	-18%	4%	1%
CC(C)CN1C(=O)c2ccc(C(=O)Nc3ccc(OCC(=O)O)cc3)cc2C1=O	1	0%	11%	4%	-2%	-0.4%	-4%	5%	4%	-17%	1%
CCOC(=O)c1nnn(-c2nc(OC)nc(N3CCCC3)n2)c1-c1ccccc1	3	3%	1%	-2%	5%	0.1%	-7%	0%	-5%	0%	2%
O=C(CCN1CCOCC1)c1ccc(Br)cc1	5	-8%	2%	u	-4%	-0.5%	2%	-10%	3%	2%	-1%
Cc1nc(Nc2ccccc2)sc1C(=O)c1ccc(F)cc1	8	3%	u	-1%	-6%	-0.7%	-1%	-3%	-5%	-102%[inhibitor]	-18%
O=C(Nc1ccc(Cl)c([N+](=O)[O-])c1)C(Sc1ccccc1)c1ccccc1 (configuration not stated)	u	-9%	12%	u	-14%	2.6%	-9%	0%[46.1 µM]	-5%	-25%	-1%
CCC(c1nnnn1Cc1ccc2c(c1)OCO2)N1CCN(c2ccccc2)CC1 (configuration not stated)	-8	3%	u	6%	4%	-0.3%	-6%	1%	-25%	13%	-1%
CCCCN(C(=O)NCCCCCCNC(=O)N(CCCC)C1CCS(=O)(=O)C1)C1CCS(=O)(=O)C1 (configuration not stated)	0	0%	7%	2%	-8%	0.4%	1%	-10%	3%	-1%	3%
COc1cc(C(=O)Nc2nncs2)cc(OC)c1OC	-5	2%	8%	-1%	0%	-0.7%	-3%	-2%	4%	-3%	0%
CC(=O)c1ccc(OC(=O)c2cccs2)cc1	1	-9%	7%	17%	x	0.2%	-3%	-2%	0%	-2%	-2%
Cc1nc2n(n1)C(O)c1cc([N+](=O)[O-])ccc1S2 (configuration not stated)	-7	1%	14%	-3%	x	-0.8%	x	x	13%	5%	3%
COC(=O)C1Cc2ccccc2CN1S(=O)(=O)c1ccc(C)cc1 (configuration not stated)	12	0%	-15%	3%	1%	-1.0%	-3%	x	-16%	0%	1%
O=C(O)CSCC(=O)NCc1ccccc1	10	0%	9%	3%	-1%	-1.8%	-3%	1%	-29%	-2%	4%
O=C(CCCCCNC(=S)Nc1ccc(Cl)cc1)C[N+](=O)[O-]	3	-1%	-3%	u	-2%	0.0%	-2%	-4%	-12%	1%	1%
O=C(NC1CCC(O)CC1)c1ccc(Br)o1 (configuration not stated)	2	0%	2%	2%	5%	-1.9%	-7%	-1%[46.1 µM]	-1%	x	3%
COc1ccc(OC)c(C(=O)c2coc3ccc(O)cc23)c1	18	3%	12%	u	x	2.6%	-4%	0%	3%	3%	4%
CC(C)(C)OC(=O)CN1c2cccc3cccc(c23)S1(=O)=O	-12	-2%	-6%	u	1%	-1.0%	-1%	4%	-20%	-18%	-1%
O=C1CCc2cc(S(=O)(=O)N3CCC(C(=O)NC4CCCc5ccccc54)CC3)ccc2N1 (configuration not stated)	8	-4%	-14%	u	-5%	-0.7%	-8%	-1%	-1%	0%	0%
Cc1nnsc1NC(=O)OCCCl	16	-2%	3%	-3%	3%	-0.2%	0%	6%	32%	2%	0%
CN1CCN(C2CC(=O)N(Cc3ccc(N4CCCC4=O)cc3)C2=O)CC1 (configuration not stated)	-10	0%	-15%	-1%	2%	0.0%	-3%	-1%	13%	-3%	2%
CC(=O)NC(=O)NC1CSCC1OC(C)=O (configuration not stated)	1	6%	12%	13%	x	-0.4%	-10%	3%	12%	0%	3%
CC[n+]1ccccc1/C=C/Nc1ccccc1	2	-3%	-7%	-6%	-2%	-1.8%	-7%	-3%	-5%	-3%	0%
Cc1cccc(OCCNc2nc3c(c(=O)n(C)c(=O)n3C)n2C)c1	6	0%	2%	u	12%	-0.6%	-4%	-1%	-8%	-1%	1%
CS(=O)(=O)N(CC(=O)O)c1cccc(Cl)c1	-5	-4%	10%	u	-1%	-0.4%	0%	8%	-6%	-1%	-1%
CCC[C@H]1COCCS(=O)(=O)N1Cc1ccccc1	-3	-4%	u	-9%	0%	-0.2%	-6%	5%	-16%	0%	1%
CC(=O)c1c(C)nc(-c2ccc(OCC(=O)Nc3ccccc3)cc2)n1O	-5	-4%	-6%	u	7%	0.2%	-4%	-4%	8%	0%	-2%
Cc1ccc(NC(=O)COC(=O)C(CC(C)C)N2C(=O)C3CC=CCC3C2=O)c(C)c1 (configuration not stated)	-14	-5%	-1%	-12%	-2%	-0.2%	-7%	5%[46.1 µM]	-2%	-4%	2%
O=C(Nc1ccc(S(=O)(=O)N2CCCC2)cc1)C1COc2ccccc2O1 (configuration not stated)	-1	u	7%	12%	2%	-1.0%	1%	8%[46.1 µM]	-7%	6%	0%
Cc1cccc(N(CC(N)=O)C2SC(=O)NC2=O)c1 (configuration not stated)	-7	6%	10%	-5%	3%	3.7%	-1%	-1%[46.1 µM]	-12%	4%	1%
